Screens deposited in PubChem by several laboratories.
NALP1 yeast inh: NALP1 inhibition; AID 2071; inhibition, % at 10 µM; 0.61% of 280,000 active; S. cerevisiae NALP1/ASC/caspase-1 growth, X-gal OD620, 72 h; in the data active = inhibition mostly above about 24%, no sharp cut-off; inactive = mostly below about 32%; also: some compounds called inactive have numbers as strong as hits
OXTR ag: agonists of human oxytocin receptor | P30559 | CHO-OTR cells, Fluo-8 calcium fluorescence; normalized: DMSO 0%, oxytocin 100% | activation, % at 3 µM | 0.32% of 320,000 active;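 active = activation above the mean of all tested compounds plus 3 SD, cutoff set per screening run, cut at about 20% in these data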;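 also: peak over basal fluorescence ratio from a 100 s FLIPR kinetic read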
Target sequence (P30559 whole entry, looked up): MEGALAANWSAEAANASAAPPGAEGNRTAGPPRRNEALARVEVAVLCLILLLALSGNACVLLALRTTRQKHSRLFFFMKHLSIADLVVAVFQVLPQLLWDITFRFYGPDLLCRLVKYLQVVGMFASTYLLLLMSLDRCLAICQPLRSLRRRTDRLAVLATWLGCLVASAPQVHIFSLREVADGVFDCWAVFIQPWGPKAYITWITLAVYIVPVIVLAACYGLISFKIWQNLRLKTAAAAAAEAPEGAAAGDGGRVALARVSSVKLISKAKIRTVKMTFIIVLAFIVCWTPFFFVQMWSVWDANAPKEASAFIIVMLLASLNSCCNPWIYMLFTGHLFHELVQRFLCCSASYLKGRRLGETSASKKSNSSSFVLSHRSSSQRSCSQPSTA
MEKK3 PB1 HTS: modulators (inhibitors or enhancers) of MEK5 binding to human MEKK3 PB1 domain; AID 1529; binding response (% of control), % at 10 µM; bead-based flow cytometry, Alexa488-MEK5 binding to MEKK3; actives lie on both sides; 0 = blocked by unlabeled MEK5, 100 = vehicle; Q99759; 1.4% of 290,000 active;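 active = binding response more than 3 SD above or below the average of its plate-row segment, actives on both sides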;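 also: Alexa488 bead fluorescence after subtracting the streptavidin-only scavenger bead signal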
PfM18AAP inh: PfM18AAP enzyme inhibition; 1.2% of 290,000 active; inhibition, % at 7.35 µM; recombinant PfM18AAP, H-Glu-NHMec fluorogenic cleavage;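 active = inhibition above the campaign mean inhibition over all tested compounds plus 3 SD, cut at about 28% in these data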;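 also: 0% = plate median of test compound wells and 100% = 2 mM ZnCl2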
GPR7 antagonist: antagonists of human GPR7 (neuropeptides B/W receptor 1) | 1.1% of 290,000 active | inhibition, % at 4.4 µM | AID 1861 | P48145 | GPR7-expressing cells, fluorescence antagonist assay; in the data active = inhibition above about 16%, passing the limit was not always enough;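 also: cells stimulated with the agonist NPW; 0% = agonist with vehicle and 100% = vehicle without agonist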
Target sequence (P48145 whole entry, looked up): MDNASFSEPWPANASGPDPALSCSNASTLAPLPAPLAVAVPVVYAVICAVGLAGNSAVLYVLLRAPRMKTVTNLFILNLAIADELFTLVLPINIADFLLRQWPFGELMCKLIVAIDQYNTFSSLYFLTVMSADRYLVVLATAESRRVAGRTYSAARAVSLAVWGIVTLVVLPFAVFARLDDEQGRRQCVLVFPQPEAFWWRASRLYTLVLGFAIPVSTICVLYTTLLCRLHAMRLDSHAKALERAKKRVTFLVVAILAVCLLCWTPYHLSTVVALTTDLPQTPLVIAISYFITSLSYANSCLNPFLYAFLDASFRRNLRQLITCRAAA
MEKK2mut PB1 HTS: signal of MEK5 binding to mutant human MEKK2 PB1 domain. percent response, % at 10 µM. AID 1530. bead flow cytometry, Alexa488-MEK5 binding to MEKK2 mutant. 0.35% of 290,000 active; in the data active = percent response above about 24%, passing the limit was not always enough; also: inactives centre near 1; some results filed as inactive read as strong as hits; reference of the scale not given here
DNA FID counter: displaces DNA intercalator in HCV helicase counter-screen. AID 1845. DNA fluorescent intercalator displacement, fluorescence. 0.17% of 290,000 active. inhibition, % at 7.9 µM; in the data active = inhibition above about 37%;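 also: 0% = vehicle and 100% = reference compound; higher means more ethidium bromide displaced from hairpin DNA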
PHOSPHO1 inh: blocks human PHOSPHO1 phosphatase activity; AID 1565; recombinant PHOSPHO1, absorbance phosphatase assay; 1.1% of 290,000 active; inhibition, % at 13.3 µM; in the data active = inhibition above about 60%
Target sequence (Q8TCT1 whole entry, looked up): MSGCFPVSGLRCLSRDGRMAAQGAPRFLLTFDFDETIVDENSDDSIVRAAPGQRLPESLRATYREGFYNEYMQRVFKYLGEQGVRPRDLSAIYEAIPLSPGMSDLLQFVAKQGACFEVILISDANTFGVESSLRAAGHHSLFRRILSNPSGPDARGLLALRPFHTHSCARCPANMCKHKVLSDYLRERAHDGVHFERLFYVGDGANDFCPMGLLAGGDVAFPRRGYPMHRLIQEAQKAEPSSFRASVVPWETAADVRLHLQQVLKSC
MEKK2wt PB1 HTS: raises or lowers MEK5 binding to wildtype human MEKK2 PB1 domain. bead flow cytometry, Alexa488-MEK5 binding to MEKK2 WT; actives lie on both sides. binding response (% of control), % at 10 µM. Q9Y2U5. 1.1% of 290,000 active; in the data active = binding response below about 67% or above about 130%
Active calls of the source: *; nt = no result given; [ ] = remark or other dose.

SMILES	NALP1 yeast inh	OXTR ag	MEKK3 PB1 HTS	PfM18AAP inh	GPR7 antagonist	MEKK2mut PB1 HTS	DNA FID counter	PHOSPHO1 inh	MEKK2wt PB1 HTS
Cc1ccc(S(=O)(=O)Oc2ccccc2/C=C2\SC(=O)NC2=O)cc1	-3	4.5	108	-3	-3	4	-11	37	99
CCC1CSC(Nc2ccc(C(=O)/C=C/c3cccc(C)c3)cc2)=N1 (stereo not given)	15	-1.4	99	-8	-7	19	-4	-4	122
O=C1c2ccccc2CN1CCSC(=S)N1CCSCC1	6	-0.3	109	7	4	-1	-32	14	106
CCc1cc(=O)n2[nH]c(C)c(-c3ccccc3OC)c2n1	10	-0.6	100	1	-12	2	-4	30	101
CC(=O)Nc1ccc(N(C(=O)Cc2c[nH]c3ccccc23)C(C(=O)NC2CCCCC2)c2ccco2)cc1 (stereo not given)	-35	-1.5	99	3	-3	-3	-28	-4	93
COc1cccc(CNC(=O)CCNC(=O)c2ccc(Br)o2)c1	15	-0.1	101	0	1	2	-7	41	98
CCCSc1nnc(NC(=O)Cc2ccc(OC)c(OC)c2)s1	-8	1.1	88	7	-3	-3	-11	-5	85
O=C(O)c1ccc(CS(=O)c2cccc(C(F)(F)F)c2)o1 (stereo not given)	6	0.7	111	9	-2	-1	6	9	111
COc1ccc(NC(=S)Nc2cccc3cnccc23)cc1	36	-2.1	106	2	-7	4	3	26	100
Cn1c(=O)c2cc(S(=O)(=O)NC(C(=O)NCc3ccccn3)c3ccccc3)ccc2n(C)c1=O (stereo not given)	16	-0.8	98	2	-5	6	-8	-3	102
COc1ccc(CN2C(=O)CN(C3CCCCCC3)C(=O)C2c2ccc(OC)c(OC)c2)cc1 (stereo not given)	11	0.7	105	-1	-8	5	-4	29	112
O=C(O)c1ccccc1C(=O)NNc1ccc(F)cc1F	11	0.3	106	-13	0	-9	-7	12	89
Cc1ccccc1C(=O)OC1OC(=O)C(Cl)=C1N1CCOCC1 (stereo not given)	15	1.0	98	-7	-4	-1	-13	2	99
Cc1ccc(C)c(OCC(=O)Nc2ccc(S(=O)(=O)Nc3ccccn3)cc2)c1	27	10	134*	-2	-8	-1	-24	-8	102
COc1ccccc1NC(=O)Cn1cnc2sc(C(=O)Nc3cc(OC)c(OC)c(OC)c3)c(C)c2c1=O	12	-0.1	95	2	-1	-2	-38	42	98
O=C(c1ccc(Cl)c(Cl)c1)N(Cc1ccco1)c1ccc(O)cc1	30	-2.8	101	1	29*	3	-4	22	100
Cc1cccc(C(=O)NCCc2ccccc2)c1	4	-1.2	99	0	-5	3	-9	40	96
CCCNS(=O)(=O)c1ccc(OC)c(Cl)c1Cl	11	-0.6	90	-7	-13	-9	-4	12	89
Cc1nn(C)cc1CNC(=O)c1ccccc1Br	nt	1.1	102	-1	-9	3	-2	0	104
Cc1ccc2c(c1)CCCN2C(=O)c1cc2ccccc2oc1=O	18	-1.6	101	-1	-4	6	-11	-4	100
COCCn1c(C)cc(C2=NNC(=Nc3ccccc3F)SC2)c1C	-6	-0.8	103	12	-3	3	-8	88*	99
COc1cccc(N2[C@@H](CC(C)=O)c3cc(C(F)(F)F)ccc3S2(=O)=O)c1	nt	-0.5	100	nt	nt	2	nt	nt	99
CCn1c(C)c2c(C)nnc(C)c2c1C	-5	0.5	102	-7	-10	6	-3	-7	105
O=C(Nc1ccccc1)c1ccn[nH]1	11	1.0	91	2	-4	-4	-3	45	99
O=C1/C(=C\c2ccc(O)c(O)c2)C(c2ccccc2)=NN1c1ccccc1	-5	nt	96	49*	13	-2	1	37	92
More results follow:
SMILES	NALP1 yeast inh	OXTR ag	MEKK3 PB1 HTS	PfM18AAP inh	GPR7 antagonist	MEKK2mut PB1 HTS	DNA FID counter	PHOSPHO1 inh	MEKK2wt PB1 HTS
O=C(NCc1cccnc1)c1cc(-c2ccco2)on1	-7	-0.3	95	3	0	-6	-5	24	93
COc1ccccc1C1C(C(=O)c2ccc(C)o2)=C(O)C(=O)N1c1cc(C)on1 (stereo not given)	4	-0.9	102	15	-4	11	-37	3	103
CC(=O)OC1CCC2(C)C(COc3ccc4ccc(=O)oc4c3)C(C)(O)CCC2C1(C)C (stereo not given)	10	-2.2	104	-10	11	2	-33	11	101
CCC(c1nnnn1CCOC)N1CCN(Cc2ccccc2OC)CC1 (stereo not given)	0	0.8	117	-10	2	25*	8	7	110
CC(C)(C)C(=O)NC1CC2CCCC(C1)N2C(=O)Nc1ccccc1 (stereo not given)	16	0.8	109	-15	-2	16	-5	30	112
Cc1cc(C)nc(-n2nc(C)cc2NC(=O)CN2CCCC(C)C2)n1 (stereo not given)	8	-0.7	99	4	-4	4	-18	-14	102
O=C(OCC(=O)N1CCOCC1)c1ccc2[nH]c3c(c2c1)CCCC3	nt	2.5	99	-1	-20	-2	-12	20	101
COc1ccc(NS(=O)(=O)c2ccc3oc(=O)c4[nH]c(=O)c(=O)n(C)c4c3c2)cc1	19	-0.1	102	4	5	4	-9	43	108
CC(C)CC(=O)NC(=S)N(Cc1ccccc1)Cc1ccccc1	29	-2.4	148*	-15	-8	1	-18	26	107
CSCCC(=O)N1CCCC(N(C)CCc2ccccc2)C1 (stereo not given)	3	0.5	108	-8	-14	8	-1	19	110
COc1ccc(/C=C(\NC(=O)c2ccc(Cl)cc2)C(=O)NCCCN2CCOCC2)cc1OC	13	0.4	98	1	-3	-3	10	8	100
N#Cc1c(Cl)c(Cl)c2nnc(-c3ccc(Br)cc3)n2c1Cl	15	0.8	103	4	-5	-2	-8	19	103
Cc1cc(Nc2cccc(C(F)(F)F)c2)n2nc(C)nc2n1	3	-2.2	1.0*[inhibitor]	-17	2	-65	-13	1	0.0*[inhibitor]
C=CCOC(=O)C1=C(C)Nc2nc3ccccc3n2C1c1ccncc1 (stereo not given)	-3	-1.8	100	-7	-16	-1	-24	4	104
O=C(Nc1ccc(Br)cc1)c1cc(S(=O)(=O)Nc2ccccn2)ccc1Cl	10	2.2	100	3	-12	3	-24	-4	96
O=C(CN1CCCCC1)Nc1ccc(S(=O)(=O)N2CCCCCC2)cc1	6	0.7	103	-3	-8	6	12	-7	108
CC1=C(C(=O)OCC2CCCO2)C(c2cccc(O)c2)NC(=O)N1 (stereo not given)	-4	0.3	97	-1	-11	-4	-5	-11	89
CCOC(=O)C1CCCN(c2cc(=O)n(Cc3ccc(F)cc3)c(=O)[nH]2)C1 (stereo not given)	-15	-0.5	97	1	-8	1	-10	-45	101
NC(=O)COC(=O)c1ccccc1OCc1ccccc1	6	0.9	103	2	0	-10	-11	9	96
Nc1nc2n(n1)C(c1ccc(F)cc1)CC(c1ccc(F)cc1)N2 (stereo not given)	-2	-0.6	71	-12	-4	-12	0	21	67
COc1cc(/C=C2/SC(=S)N(Cc3ccccc3)C2=O)ccc1O	10	28*	99	-8	-11	3	23	34	91
c1csc(Cn2nnnc2CN2CCN(c3nc4ccccc4s3)CC2)c1	16	5.8	104	5	-4	4	-11	-24	107
CC(=O)OCC12COC3c4ccccc4OC(C)(CC1C)C3C2C (stereo not given)	-28	-1.7	100	-1	-23	-1	-29	15	98
CCC(=O)Nc1ccnc(-c2cccnc2)n1	-7	1.4	94	3	-13	4	-6	-12	101
COC(=O)c1c(C)[nH]c(O)c1C=Nc1ccc(Oc2ccccc2)cc1	-3	1.1	81	1	1	-5	5	40	80
Next structures follow.
SMILES	NALP1 yeast inh	OXTR ag	MEKK3 PB1 HTS	PfM18AAP inh	GPR7 antagonist	MEKK2mut PB1 HTS	DNA FID counter	PHOSPHO1 inh	MEKK2wt PB1 HTS
CCCCN(C)C(=O)c1cc2cc([N+](=O)[O-])cc(OC)c2oc1=O	10	0.6	97	2	-6	-10	-6	24	88
COc1cc2[nH]c(-c3ccc(C)cc3)cc(=O)c2cc1OC	12	-1.7	105	6	-10	2	-2	-9	100
COc1ccc(CNc2nc3nc(C)c(Cl)c(=O)n3[nH]2)cc1OC	-9	0.4	102	-6	-7	-5	0	-12	101
Cn1c(=O)oc2cc(S(=O)(=O)NCCN3CCN(c4ccccc4F)CC3)ccc21	4	1.3	112	-11	-8	12	6	-2	117
O=C(CNS(=O)(=O)c1ccc(F)cc1)N1CCCCCC1	8	0.1	98	6	6	2	-5	35	95
Cc1ccc(C(=O)NCC(=O)OCC(=O)/C=C2\N(C)c3ccccc3C2(C)C)cc1C	6	-1.2	101	4	-6	0	-29	16	102
Cc1nn(CCc2nn[nH]n2)c2nc(C(F)(F)F)cc(C(F)(F)F)c12	-9	2.9	104	-2	-5	5	1	-2	101
CCN(c1ccccc1)S(=O)(=O)c1cc(C(=O)Nc2ccc(Br)cc2)ccc1F	22	2.8	106	5	-18	-1	-1	-17	114
O=S(=O)(NCc1cccnc1)c1cc(Cl)ccc1Cl	6	1.0	103	-19	-11	10	-1	3	103
COc1ccccc1C(=O)CSc1n[nH]c(N)n1	12	0.2	101	-2	-2	0	2	80*	102
O=C(O)c1ccc(OC(F)(F)C(F)C(F)(F)F)cc1 (stereo not given)	9	-0.5	111	3	-6	4	0	-15	106
COc1ccc(S(=O)(=O)N2CCC(O)(c3ccc(Cl)cc3)CC2)cc1	-4	6.6	112	0	0	1	-3	5	103
COc1ccc(OC)c2c(N3CCN(C)CC3)cc(C(F)(F)F)nc12	26	-0.4	107	6	-14	5	6	-6	110
O=C(CSc1ccc2nnc(-c3ccccn3)n2n1)Nc1ccc2c(c1)OCCO2	-30	-0.2	105	0	-9	14	-6	0	102
O=C(CN1CCC(C(=O)c2ccc3c(c2)OCCO3)CC1)NCc1ccccc1	13	0.9	103	-5	1	6	-8	3	106
Cc1ccccc1Cn1cc(S(=O)(=O)CC(=O)Nc2nccs2)c2ccccc21	4	1.4	95	-16	13	-2	-26	-4	95
COCCCNC(=S)Nc1ccccc1[N+](=O)[O-]	-14	0.0	103	1	-12	3	-1	60*	105
CC(C)(C)c1ccc(OCCn2nc(C(=O)O)c3ccccc3c2=O)cc1	6	0.6	101	4	-23	-1	-28	51	95
O=C(Nc1ccc(Cl)cc1)Nc1nnc(CSCc2ccc(Cl)cc2)s1	28	1.8	107	-2	-16	15	3	-9	118
Cc1cc(C(=O)OCC(=O)Nc2ccc(F)c(F)c2F)c(C)o1	5	-1.3	102	-11	-8	-2	-6	13	93
Cc1ccc(Cn2c(=O)c3ccccc3n3c(CCC(=O)NCCN4CCOCC4)nnc23)cc1	14	0.0	102	-5	-12	-3	2	38	99
Cc1ccc(S(=O)(=O)NCC(=O)Nc2ccc(C(F)(F)F)cc2)cc1	7	2.0	103	-2	-25	6	-5	-6	103
CCCC(=O)N(Cc1cc(=O)[nH]c2ccccc12)c1ccccc1C	10	0.2	103	2	-3	6	-30	42	109
FC(F)Oc1ccccc1C1CC(c2ccc(Br)s2)Nc2ncnn21 (stereo not given)	4	4.3	104	-1	20	4	-27	-10	106
Cc1cnc(NC(=O)CSc2ncc(-c3ccccc3)n2Cc2ccco2)s1	14	26*	101	2	19	0	-8	-38	104
Cc1ccc(O)c(N=NC2=C(O)CC(C)(C)CC2=O)c1	16	1.5	97	13	-3	-1	-15	-13	98
COCCNC(=O)/C=C/c1c(Cl)cccc1Cl	28	-0.5	102	5	-5	-2	-1	-9	97

Looked up by structure from the entries so far (6):
SMILES	NALP1 yeast inh	OXTR ag	MEKK3 PB1 HTS	PfM18AAP inh	GPR7 antagonist	MEKK2mut PB1 HTS	DNA FID counter	PHOSPHO1 inh	MEKK2wt PB1 HTS
COCCCNC(=S)Nc1ccccc1[N+](=O)[O-]	-14	0.0	103	1	-12	3	-1	60*	105
O=C(O)c1ccc(OC(F)(F)C(F)C(F)(F)F)cc1 (stereo not given)	9	-0.5	111	3	-6	4	0	-15	106
O=C(CN1CCC(C(=O)c2ccc3c(c2)OCCO3)CC1)NCc1ccccc1	13	0.9	103	-5	1	6	-8	3	106
O=C(Nc1ccc(Cl)cc1)Nc1nnc(CSCc2ccc(Cl)cc2)s1	28	1.8	107	-2	-16	15	3	-9	118
Cc1ccc(O)c(N=NC2=C(O)CC(C)(C)CC2=O)c1	16	1.5	97	13	-3	-1	-15	-13	98
O=C(CNS(=O)(=O)c1ccc(F)cc1)N1CCCCCC1	8	0.1	98	6	6	2	-5	35	95
